Assay outcomes from PubChem BioAssay.
KCNH2 3.1 block = KCNH2 3.1 (human) potassium channel inhibition | U2OS KCNH2 3.1, thallium flux FluxOr; hits give low values | activity change, % (tested at about 1.8 µM) | AID 720553 | 340,000 compounds, 0.95% hits;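 active = maximum activity change below -70%; inconclusive = maximum activity change from -70% to -50%; inactive = maximum activity change above -50%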;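 also: thallium influx rate constant from kinetic fluorescence after stimulation buffer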
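U2OS cells transduced with KCNH2 3.1 mutant virus (1.77 x 10^8 /mL, 4 h), plated overnight at 37 C, loaded 45 min with FluxOr dye plus Red40 quencher. Thallium flux rate constant from kinetic reads after stimulation buffer, normalised to controls.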
hERG WT inh = KCNH2 (human, wildtype) channel inhibition; activity change, % at 1.84 µM; U2OS, BacMam KCNH2, thallium flux FluxOr; hits give low values; Q12809; AID 720551; 340,000 compounds, 0.37% hits;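 active = maximum activity change below -70%; inconclusive = maximum activity change between -70% and -50%; inactive = maximum activity change above -50%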
Target sequence (Q12809 whole entry, looked up): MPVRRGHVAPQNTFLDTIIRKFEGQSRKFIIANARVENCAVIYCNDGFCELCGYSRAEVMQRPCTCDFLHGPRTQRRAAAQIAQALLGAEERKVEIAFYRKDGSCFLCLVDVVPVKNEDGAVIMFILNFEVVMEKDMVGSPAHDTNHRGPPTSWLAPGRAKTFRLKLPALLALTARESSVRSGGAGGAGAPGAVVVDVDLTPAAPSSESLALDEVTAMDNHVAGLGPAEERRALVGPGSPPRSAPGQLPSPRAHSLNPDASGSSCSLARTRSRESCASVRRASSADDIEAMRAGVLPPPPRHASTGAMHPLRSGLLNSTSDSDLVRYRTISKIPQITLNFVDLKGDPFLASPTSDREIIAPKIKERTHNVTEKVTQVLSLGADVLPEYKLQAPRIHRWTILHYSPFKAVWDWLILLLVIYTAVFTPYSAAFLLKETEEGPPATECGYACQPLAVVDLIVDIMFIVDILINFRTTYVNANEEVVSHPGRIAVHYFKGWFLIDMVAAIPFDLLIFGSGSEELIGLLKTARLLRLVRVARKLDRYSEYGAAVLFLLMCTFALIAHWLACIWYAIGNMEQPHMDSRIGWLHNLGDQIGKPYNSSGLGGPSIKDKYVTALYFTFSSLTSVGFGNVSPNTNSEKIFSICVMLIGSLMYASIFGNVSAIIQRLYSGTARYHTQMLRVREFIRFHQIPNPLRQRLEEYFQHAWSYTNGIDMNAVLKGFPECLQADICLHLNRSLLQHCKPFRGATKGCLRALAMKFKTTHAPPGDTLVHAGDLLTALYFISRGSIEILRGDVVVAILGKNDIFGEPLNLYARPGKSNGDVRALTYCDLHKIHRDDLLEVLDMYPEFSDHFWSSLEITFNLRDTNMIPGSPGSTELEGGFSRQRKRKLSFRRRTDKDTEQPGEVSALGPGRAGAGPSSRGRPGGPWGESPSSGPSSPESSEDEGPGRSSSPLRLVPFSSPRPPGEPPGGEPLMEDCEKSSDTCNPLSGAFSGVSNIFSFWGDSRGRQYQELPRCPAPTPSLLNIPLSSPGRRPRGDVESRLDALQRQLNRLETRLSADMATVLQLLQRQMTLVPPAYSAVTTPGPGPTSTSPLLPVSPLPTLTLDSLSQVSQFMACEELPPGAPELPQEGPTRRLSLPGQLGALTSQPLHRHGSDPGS
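U2OS cells were transduced with wild-type KCNH2 virus (2.03 x 10^8 / mL) for 4 h at room temperature, then cultured overnight at 37 C. Thallium flux was read with FluxOr dye. Rate constants were normalized to DMSO controls.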
Giardia killer = kills Giardia lamblia. Giardia lamblia trophozoite viability. activity change, % at 7.66 µM, hits read low. 340,000 compounds, 0.15% hits. AID 540267; in the data active = activity change below about -80%; inconclusive = between about -30% and that limit;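 also: parasites exposed to compound for two days anaerobically before the ATP read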
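Giardia trophozoites, 100 cells per well, were exposed to compounds for 48 hrs at 37 deg C under anaerobic conditions; viability was then read as ATP content by bioluminescence after 15-30 min at room temperature.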
uPA generation = cell surface uPA generation inhibition; cell surface uPA generation assay, qHTS; Potency, µM (highest dose often 38.3 µM), without a hit: at the top dose activity change, negative = inhibition, actives largely listed as inhibitors; 330,000 compounds, 0.31% hits; AID 540303; active = well fitted inhibition curve with a large enough effect; inconclusive = small, poorly fitted or top-dose-only effect; inactive = no such curve, though single readings can be large or run the other way; tested in mouse RAW 264.7 cells; also: potency is read from the fitted curve at half-maximal effect; nearly all actives have a fitted effect of over 55% in size
* = called active by the depositor; ? = inconclusive; [ ] = another dose, or the depositor's remark. % is scaled to controls: 0 for no effect and ±100 for the full control effect. Some of the compounds tested. The share of hits here may be higher or lower than overall.

entry	canonical_smiles	Giardia killer	KCNH2 3.1 block	hERG WT inh	uPA generation
1	CCN1CCC(O)(/C=C/c2ccc(C(C)C)cc2)C(C(=O)/C=C/c2ccc(C(C)C)cc2)C1 (centres undefined)	-11.0	3.3	-7.0	-9.4%
2	CN(C(=O)c1cccc(NC(=O)Cc2ccc(NC(=O)C3CCN(C(=O)C4CCCC4)CC3)cc2)c1)C1CCCC1	-6.7	-29.1	3.8	7.5%
3	CCCN1Cc2cccc(C(=O)Nc3ccc(OC)c(OC)c3)c2C1=O	-23.5	15.3	-5.1	-0.5%
4	Cc1ccccc1NP1(=O)OCCCN1Cc1ccccc1Cl (centres undefined)	7.8	-1.0	-8.5	-0.2%
5	O=C1c2cccc3cc([N+](=O)[O-])cc(c23)C(=O)N1c1nncs1	5.1	-9.0	4.3	-2.5%
6	Cc1cn(CC(=O)NCC(c2ccccc2)c2ccccc2)c(=O)[nH]c1=O	-20.8	4.7	-6.7	15.5%
7	Cc1cccc(C(=O)Nc2ccc(C(=O)c3ccccc3)cc2)c1	8.6	-22.8	-11.7	4.1%
8	CC(O)CNC1c2ccccc2CC1O (centres undefined)	-2.3	12.5	-6.0	3.4%
9	O=C(NCC1(N2CCCCC2)CCCCC1)c1cccc(S(=O)(=O)Nc2ccccc2Cl)c1	6.8	9.4	2.2	0.0%
10	COc1ccc(/C=C(\C)C(=O)c2c(C)cc(C)[nH]c2=O)cc1	13.0	-14.2	-3.2	-7.4%
11	O=CNc1c(Cl)cc2c(c1Cl)Cc1cc([N+](=O)[O-])ccc1-2	9.7	-1.9	-1.9	-7.4%
12	COC(=O)CCC(C)C1CCC2C3CCC4CC(O)CCC4(C)C3=CC(=O)C12C (centres undefined)	-11.1	-9.4	-0.6	-1.6%
13	Cn1c(CCC(=O)Nc2ccc(S(C)(=O)=O)cc2)nc2cc(S(=O)(=O)N3CCOCC3)ccc21	-5.5	8.2	-2.7	9.1%
14	Nc1ccc2c(O)cc(S(=O)(=O)O)cc2c1	4.8	-10.3	1.1	-8.8%
15	C=C1C(=O)OC2C=C(CO)CCC=C(CO)CC(OC(=O)C(C)C)C12 (centres undefined)	-1.5	4.9	-6.2	16.0%
16	CCOC(=O)C(C#N)=CN1CCNc2ccccc21	-21.3	17.8	1.1	-4.9%
17	O=C(c1cc(-c2ccccc2Cl)nc2ccc(Br)cc12)N1CCN(c2ccccn2)CC1	-17.3	-21.7	-1.6	-13.2%
18	O=C(CCCCC(=O)Nc1ccc(F)cc1F)Nc1ccc(F)cc1F	4.4	9.7	-5.8	3.3%
19	COC(=O)c1sccc1NC(=O)c1ccccc1Br	8.2	11.5	1.2	0.3%
20	N/C(=N\N=Cc1ccc2c(c1)OCO2)NN=Cc1ccc2c(c1)OCO2	?	-27.7	-10.7	8.1%
21	NC(=O)C1CCN(C(=O)c2cc(S(=O)(=O)N3CCN(c4ccccc4)CC3)ccc2Cl)CC1	39.7[activator]	-4.0	-3.2	-5.5%
22	ON(CCc1ccncc1)Cc1ccccc1	-21.1	25.2	-5.4	1.2%
23	CC1(C)CC(=O)C(=Cc2cn(-c3ccccc3)nc2-c2ccccc2)C(=O)C1	-5.4	6.0	-9.3	9.6%
24	CC(C)c1nc2oc3c(N4CCNCC4)ncnc3c2c2c1CCC2	-26.2	22.9	17.6	2.2%
25	O=C1[C@H](Cc2ccccc2)NCCCC[C@H](c2ccc(Cl)cc2)N1Cc1ccc(Cl)cc1	7.9	9.3	2.7	-5.7%
26	COc1c(F)c(F)c(-c2csc(N)n2)c(F)c1F	-17.6	2.4	2.8	0.8%
27	CC(=O)c1ccc(NC(=O)CSc2nc3nn(-c4ccccc4)c(=O)c-3c3n2CCCCC3)cc1	-5.4	-2.2	7.5	-4.6%
28	CC(C)(O)C#Cc1ccc(CNC[C@H]2O[C@@H](n3cnc(C(N)=O)n3)[C@H](O)[C@@H]2O)s1	8.1	-9.9	8.0	0.1%
29	O=C(OCC(=O)N1CCN(C(=O)COC(=O)c2ccccc2NCCO)CC1)c1ccccc1NCCO	-5.0	5.4	0.5	12.0%
30	COc1ccccc1NS(=O)(=O)c1ccc(C(=O)NCC(c2ccco2)N2CCCCC2)cc1 (centres undefined)	9.0	-0.6	21.7	2.0%
31	O=C(Cc1c(F)cccc1Cl)NC1CCN(Cc2ccccc2)CC1	-20.0	-11.3	-19.8	-15.4%
32	C[C@@H]1CCC[C@]2(O[C@H](CCO)C[C@@H](O)[C@@H]2O)O1	-9.5	23.4	-15.9	7.8%
33	CCCC1CC(=O)NC1(C(=O)OCC)C(=O)OCC (centres undefined)	8.0	-18.6	25.5	0.8%
34	CC(C)(CCc1ccccn1)C(=O)CCCc1ccccn1	13.9	-0.6	-6.6	2.2%
35	COc1cc(/C=N/NC(=O)c2cccc3ccccc23)ccc1OCC(N)=O	31.4[activator]	4.6	2.5	-1.8%
36	Cc1oc(-c2cccc(Cl)c2)nc1CN1CCC(C(=O)N2CCN(c3ccccn3)CC2)CC1	16.4	-6.8	40.5	?
37	O=C(O)CC1(C(=O)O)CCCC1	-6.9	-23.3	-2.8	2.0%
38	O=C(O)C1C2CCCCC2=C2CCCCC2C1C(=O)Nc1nccs1 (centres undefined)	-1.5	6.2	-5.1	2.7%
39	CC12CCCC(CC(=O)O)(C1)NC(=O)C2 (centres undefined)	-10.3	18.4	4.0	5.1%
40	Cc1ccc(S(=O)(=O)N(C)c2ccc(OCC(=O)OCc3cccc(Br)c3)cc2)cc1	-1.6	-20.0	19.3	4.5%
41	COCCN(C(=O)c1ccc(N(C)S(=O)(=O)c2ccc(C)cc2)cc1)c1c(N)n(CC(C)C)c(=O)[nH]c1=O	-6.0	16.5	2.9	-4.1%
42	COc1cc(OC)cc(C(=O)Nc2cccc(NC(=O)c3cc(OC)cc(OC)c3)n2)c1	10.6	-5.7	7.9	-0.1%
43	COc1cc(NC(=O)OCc2ccccc2)c2ncccc2c1	-6.7	-8.2	0.3	0.0%
44	CN(C(=O)c1ccc(NC(=O)Cc2ccc(NC(=O)C3CCN(C(=O)C4CC4)CC3)cc2)cc1)C1CCCC1	-9.9	9.5	-5.8	9.6%
45	NC(=O)CC(NC(=O)Cc1cccc2ccccc12)c1ccc(NC2CCCC2)c([N+](=O)[O-])c1 (centres undefined)	-0.6	-24.7	-28.7	15.5%
46	Nc1c(C(=O)NCC2CCCO2)c2nc3ccccc3nc2n1/N=C/c1ccncc1 (centres undefined)	15.5	13.7	10.5	0.9%
47	Cc1cc(C)c(C)c(C(=O)C(=O)c2ccccc2)c1	19.1	3.5	-11.4	4.4%
48	COCCn1c(CN2CCN(c3ccccc3)CC2)nc2c1c(=O)n(C)c(=O)n2C	-22.0	1.4	-6.6	4.2%
49	COc1ccccc1NS(=O)(=O)c1cc(C(=O)Nc2ccc(S(=O)(=O)Nc3onc(C)c3C)cc2)ccc1C	-2.6	-4.6	2.8	-2.0%
50	O=c1oc2ccccc2c(O)c1Sc1ccc(Cl)cc1	0.8	-3.4	-13.4	15.4%

Additional compounds follow:
entry	canonical_smiles	Giardia killer	KCNH2 3.1 block	hERG WT inh	uPA generation
51	COC(=O)c1ccccc1C(=O)N(c1ccccc1)c1ccccc1	2.2	-13.3	2.1	-3.1%
52	COc1ccccc1C1OCC(C)([N+](=O)[O-])CO1 (centres undefined)	-12.1	0.2	-1.8	6.2%
53	CC(C)c1cc(C(C)C)c(S(=O)(=O)N2CCNCC2)c(C(C)C)c1	1.6	5.1	-10.1	-5.9%
54	Oc1c(CN2CCOCC2)ccc(CN2CCOCC2)c1O	-2.9	-0.4	-1.3	3.4%
55	C#CCOCCOCCOCCNc1nc(N2CCN(C(=O)[C@H]([C@@H](C)CC)n3cc(CCC(=O)O)nn3)CC2)nc(N2CCN(C(=O)[C@H](CCCCN)n3cc(CCCC)nn3)CC2)n1	-2.1	-13.1	0.7	10.6%
56	O=C(NN=CC=Cc1ccccc1)C(O)C(O)C(=O)NN=CC=Cc1ccccc1 (centres undefined)	0.4	-14.7	1.8	4.3%
57	O=C(/C=C/c1ccccc1)Nc1cccc(C(=O)NCCc2ccccc2)c1	-10.4	10.2	-0.6	?
58	CC(C(=O)N1CCc2ccccc21)N1CCN(S(=O)(=O)c2ccc3c(c2)OCCCO3)CC1 (centres undefined)	-14.7	5.3	8.8	-1.8%
59	CC1CC(C)CN(CC(O)COC2CC(C)CC(C)(C)C2)C1 (centres undefined)	21.1	-24.9	-5.5	-2.5%
60	O=C(CCc1ccccc1)N1CCN(C(=O)CCc2ccccc2)CC1	-7.7	0.0	1.3	-2.5%
61	O=C(Cc1ccccc1)N/N=C/c1ccccn1	2.5	-13.2	2.9	-4.3%
62	O=C(Nc1ccc(NS(=O)(=O)c2ccccc2)c(Cl)c1)c1ccccc1	-18.5	-22.6	-3.1	-0.5%
63	O=S(=O)(CCNC1CC1)NC1CCCCC1	-0.2	15.3	8.5	12.8%
64	COc1ccc(C(=O)Nc2ccc(O)c3ccccc23)cc1OC	-15.1	-11.9	-2.9	-3.3%
65	CC(=NNC(=S)Nc1ccc(C)cc1)c1ccccn1	-3.6	-8.0	4.2	-11.7%
66	O=C1C=C(c2cccc(O)c2)CCC1	5.0	10.5	-6.4	2.1%
67	Cc1ccc(S(=O)(=O)N(C)c2ccc(OCC(=O)Nc3ccc(S(C)(=O)=O)cc3)cc2)cc1	-21.1	-26.8	-14.4	-2.4%
68	NC(=O)C1(Nc2ccc(-c3ccc(Br)cc3)cc2)CCCC1	-15.0	7.7	2.3	-3.3%
69	C(=NN1CCCCCC1)c1ccc2c(c1)OCO2	-1.7	3.0	4.3	-3.8%
70	CCOC(=O)C1(CCC(=O)OCc2ccccc2)CCCCC1=O (centres undefined)	-18.5	-20.3	-42.4	0.0%
71	O=C(O)c1cncc(SCc2ccccc2)n1	0.1	6.1	-0.3	5.4%
72	O=C(O)C1Nc2ccc(C(F)(F)F)cc2C2OCCC12 (centres undefined)	9.3	3.9	-10.6	6.4%
73	COc1ccccc1/C=C/C(=O)c1cc(Br)ccc1OC(=O)c1ccco1	3.5	-1.1	-7.1	-14.1%
74	CC12CCC(=O)C=C1CCC1C3CC(O)C(O)(C(=O)CO)C3(C)CC(O)C12F (centres undefined)	8.4	2.9	-1.0	-7.1%
75	Cc1ccc(C(=O)NCc2ccc(F)cc2)s1	6.1	-15.3	-0.5	0.4%
76	CSc1ccc(/C=C/C(=O)OCC(=O)N2CCN(c3ccccc3)CC2)cc1	-2.3	11.3	-0.8	1.0%
77	CC(C)CNS(=O)(=O)c1ccc(S(=O)(=O)NC2CCOC(C)(C)C2)cc1 (centres undefined)	-4.1	-8.6	3.5	7.0%
78	Cc1nc(C(=O)O)sc1C1(C)CC(c2cccc([N+](=O)[O-])c2)=NO1 (centres undefined)	-5.0	7.2	11.9	-2.7%
79	COc1cccc(C(C#N)NCCCNC(C#N)c2cccc(OC)c2OC)c1OC (centres undefined)	27.0	9.7	-4.0	7.3%
80	CN(C)c1ccc(NC(=O)CSc2n[nH]c(-c3ccncc3)n2)cc1	-1.6	-0.7	-4.9	-0.2%
81	CCN(C(=O)COC(=O)CCC(=O)c1ccc(Cl)cc1)c1c(N)n(Cc2ccccc2)c(=O)[nH]c1=O	2.8	1.4	7.2	-2.8%
82	Cc1nc(NCc2ccco2)c2cn[nH]c2n1	?	15.3	-1.6	-1.3%
83	COC(C[C@@H](O)C[C@@H](O)[C@@H](C)OCc1ccccc1)OC	1.3	-221.7*	4.6	7.2%
84	CCOC(=O)CSc1nnc(C)c(C)n1	7.2	3.2	-13.6	10.1%
85	CCOC(=O)C1C(=O)NC(C(=O)OCC)(C(=O)OCC)C1CC (centres undefined)	-2.0	25.7	4.4	3.6%
86	CN(C(=O)c1cccc(NC(=O)Cc2ccc(NC(=O)C3CCCN(C(=O)c4ccccc4)C3)cc2)c1)C1CCCCC1 (centres undefined)	9.1	-21.3	1.8	19.2%
87	CCOC(=O)C1(CCOc2ccccc2)CCN(Cc2ccc(OCC)c(CO)c2)CC1	?	-108.1*	-87.3*	-12.3%
